uPA surface inh = qHTS for Inhibitors of Cell Surface uPA Generation; AID 540303, 2011; Potency, µM (doses to about 38.3 µM), inactives show at the top dose activity change, negative = inhibition, hits mostly inhibitors; cell surface uPA generation assay, qHTS; actives 0.31% (n = 330,000); active = well fitted inhibition curve with a large enough effect; inconclusive = small, poorly fitted or top-dose-only effect; inactive = no such curve, though single readings can be large or run the other way; tested in mouse RAW 264.7 cells; note: potency is the fitted concentration of half-maximal effect; nearly all actives have a fitted effect of over 55% in size
KCNH2 3.1 inh = qHTS for Inhibitors of KCHN2 3.1: Mutant qHTS | Potassium voltage-gated channel subfamily H member 2, brain isoform KCNH2 3.1 (human) | U2OS KCNH2 3.1, thallium flux FluxOr; stronger effect = lower value | activity change, % (tested at about 1.8 µM) | actives 0.95% (n = 340,000) | AID 720553, 2013;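 active = maximum activity change below -70%; inconclusive = maximum activity change from -70% to -50%; inactive = maximum activity change above -50%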;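 note: thallium influx rate constant from kinetic fluorescence after stimulation buffer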
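Virally transduced U2OS (3.1 isoform, 4 h infection in dark at RT) → overnight 37 C → FluxOr + Red40 in HBSS/HEPES, 45 min → stimulation buffer, 2 min kinetic read → rate constant vs DMSO controls.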
Eya2 inh = qHTS Assay for Inhibitors of the Phosphatase Activity of Eya2 | Protein phosphatase EYA2 (Homo sapiens), O00167 | AID 488837, 2010 | Potency, µM (titrated, usually from 76.9 µM), without a hit: top-dose activity, negative = inhibition, actives largely listed as inhibitors | recombinant Eya2, OMFP fluorescence dephosphorylation (OMFP is methylfluorescein phosphate) | actives 0.006% (n = 330,000); note: potency is the fitted concentration of half-maximal effect
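Eya2 (0.2 uM) preincubated 10 min at ambient with compound, then OMFP substrate added at 50 uM; 10 min reaction in 50 mM HEPES pH 7.5, 50 mM NaCl, 5 uM MgCl2, 0.05% BSA, 1 mM DTT. Fluorescence read at Ex 485/Em 525 nm.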
Coupling enz = qHTS Assay for Inhibitors of Fructose-1,6-bisphosphate Aldolase from Giardia Lamblia: Coupling assay counterscreen. coupling enzyme system counterscreen, AmpLite Red fluorescence. activity change, negative = inhibition, % at 58.2 µM, hits read low. actives 0.67% (n = 290,000). AID 2472, 2010; in the data active = activity change below about -30%
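Final compound at 57.5 uM, incubated 10 min at RT with coupling enzyme reagent (glyceraldehyde-3-phosphate), then 20 min with substrate and AmpLite Red detection. Fluorescence read at 525/598 nm; tests interference with the coupling assay, not aldolase inhibition.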
Chronic BCR inh = qHTS Assay to Find Inhibitors of Chronic Active B-Cell Receptor Signaling; ABC-DLBCL IkBa-CBG/CBR reporter, luminescence ratio, 4 h; Potency, µM (titrated, usually from 46.1 µM), for the others: at the top dose ratio change, negative = lower green/red ratio, most hits filed as inhibitors; actives 0.05% (n = 340,000); active = well fitted inhibition curve with a large enough effect in the signal ratio, with a control signal flat, not every such curve was filed as active; inconclusive = small, poorly fitted or top-dose-only effect, or effect the other way, or a change in a side signal; the % refers to the signal ratio;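 note: potency is the fitted concentration of half-maximal effect; plate controls were basal doxycycline-induced cells for no effect and cells given 10 µM MG132 for full effect; MG132 reads +100%, hits lower the ratio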
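Compounds up to 46 uM were incubated four hours with TMD8 cells whose green CBG68 luciferase is fused to IkappaBalpha; red CBR luminescence normalised the signal, and concentration-effect curves were fitted to fusion, red and ratio data.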
Giardia kill = Small Molecules that selectively kill Giardia lamblia: qHTS; activity change, % at 7.66 µM, hits read low; Giardia lamblia trophozoite viability; actives 0.15% (n = 340,000); in the data active = activity change below about -80%; inconclusive = between about -30% and that limit;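 note: parasites exposed to compound for two days anaerobically before the ATP read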
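Luminescence from cellular ATP indicates surviving trophozoites (100 cells/well) following 48 hrs anaerobic compound treatment at 37 deg C; signal develops 15-30 min at room temperature.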
KCNH2 WT inh = qHTS for Inhibitors of KCHN2 3.1: Wildtype qHTS; U2OS, BacMam KCNH2, thallium flux FluxOr; stronger effect = lower value; actives 0.37% (n = 340,000); activity change, % at 1.84 µM; AID 720551, 2013; Voltage-gated inwardly rectifying potassium channel KCNH2 (Homo sapiens), Q12809;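 active = maximum activity change below -70%; inconclusive = maximum activity change between -70% and -50%; inactive = maximum activity change above -50%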
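U2OS cells were transduced with wild-type KCNH2 virus (2.03 x 10^8 / mL) for 4 h at room temperature, then cultured overnight at 37 C. Thallium flux was read with FluxOr dye. Rate constants were normalized to DMSO controls.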
B2AR arrestin = qHTS assay of beta-arrestin-biased ligands of beta2-adrenergic receptor; Potency, µM (highest dose often 46.1 µM), for the others: top-dose activation, most hits filed as activators; actives 0.02% (n = 330,000); beta-arrestin recruitment to beta2AR, cell-based reporter;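 note: potency is the fitted concentration of half-maximal effect; 0% = DMSO controls and full agonism = EC100 isoproterenol or metaproterenol; nearly all actives have a fitted effect of over 65% in size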
PKM2 activator = qHTS Assay for Activators of Human Muscle isoform 2 Pyruvate Kinase. Potency, µM (top dose mostly 57.5 µM), for inactives: at the top dose activation, actives largely listed as activators. actives 0.34% (n = 260,000). AID 1631, 2009. purified PKM2, Kinase-Glo ATP luminescence, activation; response scale: 0% is enzyme alone, no compound. Pyruvate kinase PKM (Homo sapiens), P14618; note: potency is the fitted concentration of half-maximal effect; nearly all actives have a fitted effect of over 55% in size
Target sequence (P14618 whole entry, looked up, canonical isoform): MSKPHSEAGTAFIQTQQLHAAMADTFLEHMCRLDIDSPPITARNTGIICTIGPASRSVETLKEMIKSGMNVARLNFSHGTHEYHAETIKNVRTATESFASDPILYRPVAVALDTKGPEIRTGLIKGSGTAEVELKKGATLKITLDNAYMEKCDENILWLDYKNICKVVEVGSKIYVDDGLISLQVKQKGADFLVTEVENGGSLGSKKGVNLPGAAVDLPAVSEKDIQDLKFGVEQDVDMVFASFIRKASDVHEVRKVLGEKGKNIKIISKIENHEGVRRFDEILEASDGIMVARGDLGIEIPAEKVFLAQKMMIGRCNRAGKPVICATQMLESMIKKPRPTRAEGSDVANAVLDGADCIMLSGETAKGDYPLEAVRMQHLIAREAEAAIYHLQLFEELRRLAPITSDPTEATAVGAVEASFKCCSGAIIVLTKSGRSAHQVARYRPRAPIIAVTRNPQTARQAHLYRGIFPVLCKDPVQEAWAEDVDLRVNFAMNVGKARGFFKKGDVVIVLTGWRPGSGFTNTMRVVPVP
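Purified hPK-M2 (>95% pure) converted ADP (0.1 mM final) to ATP with 0.5 mM PEP in 50 mM imidazole pH7.2, KCl, MgCl2, Tween 20, BSA; 1 h at room temperature. ATP detected by Kinase-Glo luminescence.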
USP2a inh = qHTS Assay for Inhibitors of Ubiquitin-specific Protease USP2a Using CHOP2 as the Reporter; Potency, µM (series often up to 38.3 µM), inactives show top-dose activity change, negative = inhibition, actives largely listed as inhibitors; Ubiquitin carboxyl-terminal hydrolase 2 (Homo sapiens), O75604; AID 463254, 2010; USP2 core, Ub-CHOP2 coupled fluorogenic reporter, 485/531; actives 0.01% (n = 330,000);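 note: potency is the fitted concentration of half-maximal effect; plate controls were DMSO wells for no effect and full inhibition by NEM control for full effect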
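Cell-free coupled assay: 10nM USP2 core preincubated 30min RT with compound in Tris-HCl pH 8.0/CaCl2/CHAPS buffer, then 25nM Ub-CHOP2 and 25nM reporter substrate; fluorescence (Ex 485/Em 531) read after 60min RT, normalized to NEM inhibition, concentration-response curves fitted.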
GALK inh = qHTS Assay for Inhibitors of Human Galactokinase (GALK); AID 1868, 2009; actives 0.007% (n = 270,000); Purified GALK, Kinase-Glo residual ATP luminescence; Potency, µM (doses to about 57.5 µM), for the others: top-dose activity change, negative = inhibition, most hits filed as inhibitors; note: potency is the fitted concentration of half-maximal effect
Target sequence (P51570 whole entry, looked up): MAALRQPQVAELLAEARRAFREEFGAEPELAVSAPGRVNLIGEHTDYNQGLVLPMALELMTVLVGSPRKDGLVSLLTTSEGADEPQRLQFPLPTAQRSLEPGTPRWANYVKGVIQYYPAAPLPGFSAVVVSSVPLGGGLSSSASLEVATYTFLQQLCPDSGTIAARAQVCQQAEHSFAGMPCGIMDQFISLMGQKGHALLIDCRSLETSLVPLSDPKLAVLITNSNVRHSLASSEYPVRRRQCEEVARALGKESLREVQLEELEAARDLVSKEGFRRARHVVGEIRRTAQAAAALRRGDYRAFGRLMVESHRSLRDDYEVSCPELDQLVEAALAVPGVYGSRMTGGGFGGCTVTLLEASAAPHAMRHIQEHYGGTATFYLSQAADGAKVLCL
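5 nM enzyme, 35 uM ATP, 100 uM galactose, 20 mM HEPES pH8.0, 5 mM MgCl2; 1 h RT; residual ATP by Kinase-Glo Plus luminescence, qHTS format.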
Numbers without * were called inactive; ? = inconclusive; / = not tested or not shown; [ ] = another dose, or the depositor's remark. Unless noted, calls come from the whole dose curve; as a rule, active = well fitted curve in the direction sought with a large enough effect; inconclusive = small, poorly fitted or top-dose-only effect, or another doubt; inactive = no such curve, though single readings can be large; an effect the other way counts as inactive or inconclusive. Unless noted, % is set by controls: 0 for no effect and ±100 for the full control effect. An unsorted share of the library. Share with any hit: about 2.4%.

SMILES	uPA surface inh	KCNH2 3.1 inh	Eya2 inh	Coupling enz	Chronic BCR inh	Giardia kill	KCNH2 WT inh	B2AR arrestin	PKM2 activator	USP2a inh	GALK inh
O=C(Cc1cccs1)N1CCC(c2nc3c(nnn3Cc3ccccc3Cl)c(=O)[nH]2)CC1	/	-13	-10%	2	?	-6	6	0.3%	?	2%	5%
COc1ccc(CNC(=S)Nc2cccc(C)c2)cc1	0%	0	17%	1	22%	3	5	-0.5%	-9%	2%	0%
COc1ccccc1CNC(=O)COC(=O)C1CCN(c2ccc(C(F)(F)F)cn2)CC1	5%	9	-26%	/	2%	3	4	-0.1%	/	0%	/
CN(C)c1nc(N)nc(-c2cccnc2)n1	1%	-10	-2%	2	0%	6	0	-0.9%	-4%	1%	10%
COc1ccc(CCNS(=O)(=O)c2cc(/C=C/C(=O)O)ccc2C)cc1OC	0%	5	9%	-1	11%	-21	9	-0.1%	-1%	-4%	-1%
O=C(O)c1cc(Br)ccn1	2%	11	3%	-8	3%	-5	-5	-0.1%	-1%	1%	-2%
Cc1cc(NC(=O)CSc2nc3c(c(=O)n2C)SCC3)no1	0%	-8	-3%	1	1%	-10	7	0.6%	19%	2%	7%
CCOc1nc(NCCc2ccc(OC)c(OC)c2)nc(NC(C)(C)CO)n1	0%	-2	11%	2	-16%	-9	0	-0.4%	-3%	-1%	-3%
CC1CCN(CC(=O)Nc2ccc(Cl)cc2[N+](=O)[O-])CC1	13%	6	12%	0	?	-8	-30	0.1%	-2%	7%	0%
COCCN(C(=O)c1cc(OC)c(OC)c(OC)c1)c1c(N)n(Cc2ccccc2)c(=O)[nH]c1=O	-5%	-23	-9%	3	3%	1	-3	-0.5%	-9%	-7%	1%
COc1ccc(C)cc1NC(=O)CSc1nnc(-c2ccccn2)n1Cc1ccco1	1%	-19	-5%	1	?	11	-3	-0.8%	2%	0%	-3%
CCc1nc2ccccc2n1Cc1ccc(OC)c(OC)c1	-12%	-4	5%	3	?	14	0	0.4%	-6%	6%	0%
Nc1ncnc2c1ncn2C1OC(CO)C(O)C1N (stereo not given)	1%	-16	11%	2	?	-14	-4	-0.2%	-1%	-1%	6%
NS(=O)(=O)c1ccc(NC(=O)CN2CCN(S(=O)(=O)c3cccs3)CC2)cc1	3%	-5	18%	/	6%	-6	-9	-0.2%	/	6%	/
O=C(CSCc1ccc(F)cc1)N1CCN(c2ccc(F)cc2)CC1	/	8	-41%	0	7%	12	-3	-0.6%	-1%	-5%	-1%
CC(C)NC(=O)Nc1ccc2c(c1)C(=O)N([C@H](C)CO)C[C@H](C)[C@@H](CN(C)C(=O)Nc1ccccc1)O2	13%	11	-13%	/	4%	-17	-6	0.0%	/	4%	/
O=C(NCc1ccc(F)c(F)c1)C1CCC(=O)N(CC2CCCCC2)C1 (stereo not given)	-3%	-48	-2%	/	-1%	-15	4	-0.4%	-2%	-4%	-3%
O=C(NCC(=O)c1ccccc1)OCc1ccc([N+](=O)[O-])cc1	-1%	0	5%	1	1%	0	-1	0.0%	2%	1%	-3%
Cc1cc(NC(=O)CSc2nc(C(C)C)nc3sc4c(c23)CCCC4)no1	-5%	-5	12%[15.4 µM]	4	1%	-6	1	0.2%	-2%	3%	2%
CCOC(=O)NC(=O)CSc1ccccn1	6%	-31	-21%	2	-1%	10	6	0.2%	-5%	2%	0%
Cc1ccc(CNC(=O)c2ccc(Cl)c(S(N)(=O)=O)c2)n1C	0%	-5	7%	0	?	-14	1	-0.6%	/	0%	/
O=C(NNc1ccccc1[N+](=O)[O-])Nc1ccccc1	/	6	-1%	1	-11%	3	7	0.3%	6%	3%	0%
CCCCN(C(=O)c1ccc(S(=O)(=O)N(C)C)cc1)c1nc2ccccc2s1	8%	-16	-19%	-3	6%	-22	-1	-0.9%	-1%	-1%	-2%
O=C(/C=C/c1ccco1)OCc1nnc(-c2ccc(Cl)cc2)o1	/	-10	-9%	-3	2%	15	0	0.1%	30%	-2%	0%
O=C1CCc2cc(NS(=O)(=O)c3ccc([N+](=O)[O-])cc3)cc3c2N1CCC3	-1%	-1	13%	/	2%	2	2	-0.2%	/	1%	/
O=S(=O)(Nc1cccc(-c2ccc(N3CCCCCC3)nn2)c1)c1ccccc1Cl	-13%	8	6%	/	?	?	-19	0.4%	/	-12%	2%
CC1(C(=O)N(CC(=O)NC2CCCC2)Cc2ccccc2)CC(=O)N=C2C=CC=CN21 (stereo not given)	-3%	-21	-7%	3	-1%	16	-4	0.1%	-3%	3%	2%
COc1ccc(OC)c2[nH]c(=O)c(CCNC(=O)C(C)C)cc12	-3%	-6	-4%	-9	6%	29	-2	-0.1%	0%	0%	0%
CC(C)C(=O)NCCc1nc2ccccc2n1CCc1ccccc1	-4%	-2	-7%	-3	5%	2	-2	0.0%	-5%	2%	-2%
Cc1ccc2nsnc2c1S(=O)(=O)N1CCN(C(=O)C2CCCO2)CC1 (stereo not given)	3%	8	8%	2	?	12	14	-0.2%	10%	3%	-3%
O=C(CCc1nc2ccccc2[nH]1)Nc1ccc(F)cc1	/	5	-15%	2	?	6	-9	0.0%	8%	0%	1%
COc1cccc(NC(=O)c2ocnc2C)c1	1%	3	-9%	1	-15%	6	10	-0.4%	-35%	4%	3%
CCCC(=O)Nc1cc(OC)c(C(=O)OC)cc1Cl	4%	5	10%	-1	-4%	2	-8	0.0%	5%	11%	-1%
C=CCn1c(SCC(=O)N2CCN(c3ccccc3)CC2)nc2c([nH]c3ccccc32)c1=O	-1%	-30	5%	/	10%	12	4	-0.8%	-5%	0%	-1%
CCOC(=O)CSc1nc2ccc(NC(=O)CSc3nnnn3Cc3ccccc3)cc2s1	4%	-7	0%	-8	-2%	-5	-9	-0.4%	10%	0%	0%
COc1ccc(C(=O)C=CNNC(=O)c2ccc(Cl)cc2)cc1	-4%	-35	-25%	0	?	12	-3	0.0%	2%	-2%	-7%
Cc1ccc(C(O)c2nccn2C)o1 (stereo not given)	-3%	4	17%	-5	6%	14	-5	-0.6%	-7%	0%	-1%
Cc1c(OC(C)C(=O)O)ccc2c(-c3ccccc3)cc(=O)oc12 (stereo not given)	13%	3	12%	13	?	?	-35	0.5%	/	0%	-2%
COc1cc(OC)cc(N(C(=O)c2snc(C(N)=O)c2N)C(C(=O)NCC2CCCO2)c2ccc(C)o2)c1 (stereo not given)	/	/	4%	-5	0%	/	/	2.8%	11%	-5%	-1%
Cc1ccc(C(=O)N2CCCC(CCC(=O)N3CCN(c4ccccn4)CC3)C2)cn1 (stereo not given)	10%	5	4%	1	4%	3	9	0.1%	0%	0%	-5%
CC(Nc1nc(-c2ccncc2)nc2ccccc12)c1ccccc1 (stereo not given)	-12%	-6	4%	0	2%	-5	-11	6.2%	/	-1%	-2%
O=C1NC(=O)/C(=C\c2ccc(OCc3ccccc3)cc2)S1	-13%	3	-3%	13	?	-1	-6	-0.1%	/	-2%	-2%
O=C(O)CSCC(=O)Nc1cc(C(F)(F)F)ccc1Cl	-1%	-3	14%	8	0%	3	7	0.1%	0%	0%	3%
CCc1cc2ccc(C)cc2nc1SCC(=O)NC1CCCC1	-6%	-11	-12%	3	-1%	19	-2	-0.7%	/	1%	-1%
O=C(Nc1cc(S(=O)(=O)N2CCOCC2)ccc1Oc1ccc(F)cc1)C1=COCCO1	0%	-9	-9%	/	13%	31[activator]	0	-0.6%	/	2%	/
COc1cc2sc(-c3ccccc3OC)c(-c3ccc(OCCN4CCOCC4)cc3)c2cc1OC	?	-9	3%	/	?	-17	5	0.6%	/	2%	/
COC(=O)c1nn(-c2ccc(C)cc2)ccc1=O	16%	6	4%	5	0%	-9	/	-0.3%	1%	-1%	2%
Cc1nn2c(-c3cccnc3)ccnc2c1-c1ccccc1	-9%	10	-9%	0	2%	13	-5	-0.2%	0%	1%	4%
